IL2 activator: activates IL-2 in a cell-based reporter assay; IL-2 activation reporter assay, cell-based qHTS; stimulated with anti-CD3/CD4/CD28 beads; in transgenic mouse T cells; activation, % (series mostly up to about 46 µM); hit rate 0.065% among 360,000; AID 652025; in the data active = activation above about 50%; inconclusive = mostly about 30% to 49%; note: 0% is about no effect
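Quantitative HTS in unstimulated transgenic mouse T cells, with memory T cells as non-tolerant control and PMA/ionomycin as tolerance-bypass control. Compound pretreatment lasted 60 minutes before 18 h bead stimulation; EGFP/DsRed fluorescence read.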
EPAC2 ag: activates human EPAC2 exchange factor. Q8WZA2. EPAC2 activation, biochemical qHTS; response scale: 100% = 6.5 mM cAMP response. Potency, µM (top dose mostly 154 µM), for the others: at the highest dose activation, most hits filed as activators. hit rate 0.079% among 360,000; note: potency is the fitted concentration of half-maximal effect; nearly all actives have a fitted effect of over 50% in size
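Nucleotide exchange monitored as fluorescence drop when BODIPY-GDP leaves Rap1B. Reaction: 100 nM EPAC2, 250 nM RAP1B-BODIPY-GDP, 50 uM GDP, room temperature, kinetic read over 30 min. Activity expressed relative to 6.5 mM cAMP.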
EPAC1 antag: antagonists of human EPAC1 | EPAC1 GEF assay, Rap1b-BODIPY-GDP exchange fluorescence | Potency, µM (titrated, usually from 115 µM), for the others: at the top dose activity change, negative = inhibition, most hits filed as inhibitors | hit rate 0.14% among 360,000 | AID 720709;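 note: potency is the fitted concentration of half-maximal effect; plate controls were vehicle for no effect and positive control for full effect; nearly all actives have a fitted effect of over 50% in size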
WRN inhibitor: WRN helicase (human) inhibition; Q14191; WRN helicase unwinding, fluorescent forked duplex, kinetic; Potency, µM (highest dose often 114 µM), for the others: at the top dose activity change, negative = inhibition, most hits filed as inhibitors; hit rate 0.46% among 360,000; AID 651768; note: potency is the fitted concentration of half-maximal effect; % is set by controls: 0 for no effect and ±100 for the full control effect; nearly all actives have a fitted effect of over 55% in size
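WRN at 20 nM final was preincubated with compound for 15 min at room temperature; reaction started with 100 nM forked duplex oligonucleotide carrying fluorophore and quencher plus 2 mM ATP (final). Unwinding followed kinetically by red fluorescence (ex 525/em 598 nm).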
PLK1 PBD block: inhibitors of human PLK1 polo-box domain binding; Plk1 PBD binding of FITC phosphopeptide, fluorescence polarization; AID 720504; Potency, µM, for the others: max response, negative = inhibition, actives largely listed as inhibitors; hit rate 2.8% among 360,000; P53350; note: potency is the fitted concentration of half-maximal effect; series mostly up to about 57 µM; % is set by controls: 0 for no effect and ±100 for the full control effect; nearly all actives have a fitted effect of over 65% in size
Target sequence (P53350 whole entry, looked up, the tested form may be a part): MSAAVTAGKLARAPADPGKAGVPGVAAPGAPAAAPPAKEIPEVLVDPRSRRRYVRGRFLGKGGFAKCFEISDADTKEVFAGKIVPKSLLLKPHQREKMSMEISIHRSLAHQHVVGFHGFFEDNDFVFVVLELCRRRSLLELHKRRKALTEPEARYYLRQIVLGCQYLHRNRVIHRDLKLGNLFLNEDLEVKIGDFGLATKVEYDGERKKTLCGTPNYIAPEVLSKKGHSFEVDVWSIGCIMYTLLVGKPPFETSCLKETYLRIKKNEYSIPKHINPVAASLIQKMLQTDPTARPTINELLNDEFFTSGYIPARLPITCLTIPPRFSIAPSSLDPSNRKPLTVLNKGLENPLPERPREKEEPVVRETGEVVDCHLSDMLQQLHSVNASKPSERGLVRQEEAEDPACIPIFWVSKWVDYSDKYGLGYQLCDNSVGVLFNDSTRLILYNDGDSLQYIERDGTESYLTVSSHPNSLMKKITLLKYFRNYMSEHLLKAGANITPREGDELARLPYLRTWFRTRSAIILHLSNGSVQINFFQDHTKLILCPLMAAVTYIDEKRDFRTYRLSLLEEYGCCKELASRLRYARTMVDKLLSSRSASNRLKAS
CCT modulator: changes cytosolic chaperonin activity; purified chaperonin ATPase assay, HTRF ADP detection, 30 min; hit rate 0.3% among 360,000; activity change, % (test concentration not listed), hits read low; in the data active = activity change below about -30%; note: % is set by controls: 0 for no effect and ±100 for the full control effect
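TRiC at 40 or 20 nM final (batch-dependent) in 30 mM Tris pH 7.4, 100 mM KCl, 5 mM MgCl2, 1 mM DTT, with compound at single 76 uM and 10 uM ATP, 30 min at 37 deg C. ADP detected by HTRF Transcreener, 665/615 ratio.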
EPAC1 agonist: agonists of human EPAC1; O95398; EPAC1 agonist qHTS, biochemical assay; response scale: 100% = response to 6.5 mM cAMP; Potency, µM (doses to about 154 µM), for inactives: top-dose activation, actives largely listed as activators; hit rate 0.073% among 360,000; note: potency is the fitted concentration of half-maximal effect; nearly all actives have a fitted effect of over 60% in size
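Fluorescent GDP-exchange assay: 100 nM EPAC1 with 250 nM Rap1B preloaded with BODIPY-GDP and 50 uM GDP; compounds tested as concentration series, 5 min at room temperature, then read every 5 min for 30 min (ex 480/em 540 nm); normalized to 6.5 mM cAMP.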
PI5P4K alpha inh: inhibitors of human PI5P4K alpha. AID 652105. PI5P4Kalpha enzyme, ADP-Glo luminescence, 60 min; stronger effect = lower value. hit rate 1.2% among 330,000. max response, %. P48426; active = max response of -50% or lower; inconclusive = between -30% and -50%; inactive = -30% or higher; note: value at the top dose of about 77 µM; % is set by controls: 0 for no effect and ±100 for the full control effect
Target sequence (P48426 whole entry, looked up): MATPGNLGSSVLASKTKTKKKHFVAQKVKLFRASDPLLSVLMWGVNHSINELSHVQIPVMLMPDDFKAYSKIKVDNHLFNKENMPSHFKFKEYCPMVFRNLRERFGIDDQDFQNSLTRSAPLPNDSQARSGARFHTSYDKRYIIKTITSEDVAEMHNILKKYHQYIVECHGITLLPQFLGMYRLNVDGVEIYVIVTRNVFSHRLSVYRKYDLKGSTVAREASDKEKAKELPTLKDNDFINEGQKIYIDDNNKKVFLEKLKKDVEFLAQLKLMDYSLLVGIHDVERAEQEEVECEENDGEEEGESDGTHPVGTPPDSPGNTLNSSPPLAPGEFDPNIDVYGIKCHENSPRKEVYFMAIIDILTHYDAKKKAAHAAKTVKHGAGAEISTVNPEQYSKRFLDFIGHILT
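Single end-point luminescence (ADP-Glo) quantified ADP from PI5P4Kalpha turnover; ATP 5 microM final, 1 h at RT, 0.1% CHAPS and 0.28 mM EGTA in HEPES pH 7.4.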
An asterisk follows results filed as active; ? = inconclusive; / = not tested or not shown; [ ] = remark or other dose. Unless noted, calls come from the whole dose curve; as a rule, active = well fitted curve in the direction sought with a large enough effect; inconclusive = small, poorly fitted or top-dose-only effect, or another doubt; inactive = no such curve, though single readings can be large; an effect the other way counts as inactive or inconclusive. The list is partial; the hit share may differ from the screen's.

structure | EPAC1 agonist | EPAC2 ag | EPAC1 antag | WRN inhibitor | PI5P4K alpha inh | IL2 activator | CCT modulator | PLK1 PBD block
CCOc1ccc(Nc2nc(N)c([N+](=O)[O-])c(N3CCN(CC)CC3)n2)cc1 | -8% | 19% | -6% | -3% | -4 | -0.1 | -1.6 | -7%
CC(C)C[C@@H](CN1CCC[C@H]1CN1C(=O)C(=O)NC[C@@H]1Cc1ccccc1)N1C[C@H](Cc2ccc(O)cc2)N(CC2CCCCC2)C(=O)C1=O | -12% | 2% | 10% | 1% | 0 | -0.6 | 1.6 | -5%
COc1ccc(OS(=O)(=O)c2ccc(N3C(=O)CCC3=O)cc2)cc1 | -3% | 10% | -21% | 17% | -2 | -3.1 | -0.3 | -13%
Cc1cccc(-n2cc(-c3ccccc3)c3c(=O)[nH]cnc32)c1 | 13% | 5% | -22% | -12% | 1 | -2.8 | -1.5 | ?
Cc1cn(CC(=O)NCc2ccc3c(c2)OCO3)c(=O)[nH]c1=O | 2% | 7% | -14% | -6% | 4 | 0.8 | -0.9 | -12%
COc1ccc(S(=O)(=O)NNC(=O)c2csc(-n3nc(C)cc3C(F)(F)F)n2)cc1 | -7% | -6% | -3% | -10% | 1 | -1.2 | 0.4 | -3%
COc1ccc(NC(=O)CN2CCCC2)cc1 | 1% | 8% | -2% | -8% | -1 | 1.2 | -2.1 | -7%
Cc1ccccc1N1C(=O)CC(Nc2ccc3c(c2)OCO3)C1=O (stereo unspecified) | 7% | 11% | 1% | 1% | 0 | -0.9 | -1.7 | -22%
O=C(N/N=C\c1ccc(-c2ccccc2[N+](=O)[O-])o1)C1COc2ccccc2O1 (stereo unspecified) | 11% | 2% | -18% | -22% | 3 | 0.0 | -1.1 | -10%
COCCNC(=O)C(c1cccs1)N(C(=O)Cn1nnc2ccccc21)c1ccccc1 (stereo unspecified) | -2% | 1% | -23% | 7%[57.1 µM] | -4 | -2.9 | 0.4 | -2%
CCOC(=O)N1CCN(C(=S)NC2CCCC2)CC1 | 19% | 12% | 9% | -2% | -5 | 0.1 | -2.1 | -10%
C[C@H](CO)N1C[C@H](C)[C@@H](CN(C)C(=O)Nc2ccc(C(F)(F)F)cc2)Oc2ccc(NS(=O)(=O)c3cccs3)cc2C1=O | -1% | 0% | -12% | -4% | 2 | -0.1 | -1.2 | -6%
CCOC(=O)Cc1c(C)nc(N)[nH]c1=O | 8% | -2% | 19% | 9% | -6 | -0.4 | -5.3 | -6%
c1ccc(SCc2cn(C[C@H]3CC[C@@H]([C@@H]4CC[C@H](Cn5cc(CSc6ccccc6)nn5)O4)O3)nn2)cc1 | 4% | 12% | -19% | -6% | 7 | -4.2 | -3.4 | -12%
COc1cc(O)c(CCO)c2c1C(=O)C[C@@H](C)O2 | 3% | 11% | -3% | -4% | 1 | 0.6 | 1.8 | 1%
COc1ccc(-c2nnc3ccc(SCC(=O)NCc4ccco4)nn23)cc1OC | -5% | 6% | 10% | -18% | / | -4.4 | 0.8 | -11%
O=C1CC(N2CCN(Cc3ccccc3)CC2)C(=O)N1c1ccccc1 (stereo unspecified) | 9% | 10% | 0% | -2% | / | 0.3 | 0.1 | -3%
Cc1nc2c(-c3ccccc3)c(C)nn2c(C)c1CCC(=O)NC(C)CCc1ccco1 (stereo unspecified) | -7% | 8% | -3% | -9% | 1 | -2.2 | -1.9 | -3%
COc1cc(C(=S)N2CCOCC2)ccc1OC(=O)Cc1ccc(F)cc1 | -3% | 1% | 10% | -3% | 1 | 5.4 | 0.6 | -7%
O=C(N/N=C\c1ccc(COc2ccc([N+](=O)[O-])cc2)o1)c1cccc(Cl)c1 | 5% | 10% | 0% | -6%[57.1 µM] | -15 | -2.2 | 0.6 | -3%
Cc1[nH]c(C)c(S(=O)(=O)N2CCN(c3ccc(Cl)cc3)CC2)c1C(=O)N1CCCC1 | -2% | 5% | -9% | -2% | -1 | 0.4 | -2.1 | -1%
CCS(=O)(=O)N1CCC(C(=O)NCC2CCCO2)CC1 (stereo unspecified) | 8% | 7% | -4% | -10% | / | 1.2 | -5.4 | -8%
CCn1c(SCCN2CCOCC2)nc2c1c(=O)n(C)c(=O)n2C | 11% | 0% | -4% | -7% | 5 | 1.3 | 0.7 | 2%
Cc1ccc(NC(=O)C[n+]2ccn(C3=C([O-])c4ccccc4C3=O)c2)cc1 | -12% | -3% | -21% | -9% | 7 | 0.8 | -2.0 | -9%
CCn1c(SCc2ccccc2Cl)nc2ccccc21 | 29% | 24% | -22% | -28% | 7 | -0.3 | -1.9 | -14%
COc1ccccc1N1CCN(C(=O)CN(c2cc(C)cc(C)c2)S(C)(=O)=O)CC1 | 2% | 1% | 3% | 14% | / | -2.7 | 3.4 | -1%
Cc1ccc(/C=N/NC(=O)c2nnn(-c3nonc3N)c2CSc2ccc(Cl)cc2)cc1 | 0% | -5% | -4% | -8% | 7 | 1.0 | -1.1 | -7%
COc1ccc(/C=C2\Oc3cc(OCC(=O)N4CCC[C@H]4C(=O)O)ccc3C2=O)c(OC)c1OC | -4% | -1% | -7% | -8% | -3 | -2.4 | 1.2 | -5%
Cc1ccc(CC2CC(=O)N(c3ccc(C)cc3)C2=O)cc1 (stereo unspecified) | 1% | -6% | 10% | 3% | 0 | -0.6 | 0.1 | -10%
O=C(COC(=O)c1cc(=O)c2ccccc2o1)Nc1ccc2ccccc2c1 | -14% | -7% | -4% | 4% | -7 | -0.7 | -2.3 | -3%
COc1ccc(OC)c(S(=O)(=O)N2CCC(C(=O)N(C)Cc3ccccc3)CC2)c1 | 7% | 0% | -25% | -7% | -4 | -1.2 | 1.4 | -5%
COc1cccc(CN(C)C(=O)CC2C(=O)NCCN2C2Cc3ccccc3C2)c1 (stereo unspecified) | 0% | -1% | 11% | -30% | 2 | 2.3 | -1.9 | -1%
CCOc1ccc(CC(=O)N2CCC3(CC2)NCCc2[nH]cnc23)cc1 | 4% | 11% | -7% | 6% | 0 | 0.3 | 0.2 | -14%
COc1ccccc1C(CNC(=O)c1ccc(C)c(S(=O)(=O)N2CCCCC2)c1)N(C)C (stereo unspecified) | 1% | 3% | 6% | 8% | -7 | -0.3 | -0.2 | -3%
CCN(CC)S(=O)(=O)c1ccc(Cl)c(C(=O)OC2CC(C)OC2=O)c1 (stereo unspecified) | 1% | 9% | 20% | 4% | 4 | 1.5 | -4.4 | 3%
CCn1c(=S)sc2c(=O)n(CC(=O)Nc3cc(OC)ccc3OC)c(C)nc21 | 0% | -1% | 9% | 5% | -1 | -1.6 | 0.9 | -6%
COc1cc(C=CC(=O)c2ccccc2)cc(OC)c1OC | 2% | 4% | ? | -4%[57.1 µM] | -2 | -1.0 | -1.6 | -22%
COc1ccc(CCC(=O)Nc2nc3ccccc3[nH]2)cc1OC | -11% | 5% | 0% | -5% | 3 | -0.2 | -3.5 | -4%
C=CCC1CCCCC12NC(=O)NC2=O (stereo unspecified) | -3% | -1% | 3% | 0% | -2 | 1.3 | 1.3 | -4%
CCN=C1Sc2nc3ccc(OCC)cc3cc2CN1CCOC | 8% | 20% | -5% | -6% | / | -1.5 | 0.7 | -11%
O=C(NCCOc1ccccc1)C1Nc2ccc(OC(F)(F)F)cc2C2C=CCC12 (stereo unspecified) | -14% | -4% | -22% | 3% | 6 | -0.6 | -0.9 | -6%
CC(C)(C)OC(=O)N1CCC(C(=O)Nc2ccc(C(=O)N3CCCC3)cc2)CC1 | -17% | -4% | -1% | -4% | 7 | 0.1 | -0.5 | 0%
CCN1CCc2c(OCC(=O)N3CCCc4ccccc43)cccc2C1=O | 11% | 6% | -4% | 2% | -10 | -0.6 | -2.1 | -13%
O=C(NC1=NCCS1)c1cc(-c2ccccc2)nn1-c1ccccc1 | -2% | 6% | 7% | 0% | 6 | 7.8 | -1.7 | 9%
CN(C(=O)CSc1nc2cc(Cl)ccc2c(=O)n1Cc1ccco1)C1CCS(=O)(=O)C1 (stereo unspecified) | -5% | -2% | 10% | 4% | -3 | -2.2 | 1.6 | -11%
O=C(CCC1CCCC1)N1CCN(C(=O)C2CC2)CC1 | 0% | -5% | 15% | -3% | 1 | 0.6 | -0.5 | 2%
Cc1cc(C)cc(NC(=O)COC(=O)CCCNC(=O)c2ccc(Cl)cc2)c1 | 6% | -5% | -7% | 11% | 4 | 0.1 | -5.9 | -2%
O=C(Nc1ccccc1Cl)N1CCN(c2ccccn2)CC1 | 2% | 2% | 2% | -1% | / | -2.0 | -1.0 | 2%
O=C(c1ccccc1)C1CCN(C(=O)c2ccc(Cl)cc2)CC1 | 11% | 7% | 1% | -1% | 1 | -2.2 | 1.3 | -1%
O=C1[C@@H]2Cc3c([nH]c4ccccc34)C(c3ccccc3)N2C(=O)CN1C1CC1 (stereo partly specified) | 12% | -2% | -24% | -5% | 3 | -4.0 | 0.4 | -13%

The list continues:
structure | EPAC1 agonist | EPAC2 ag | EPAC1 antag | WRN inhibitor | PI5P4K alpha inh | IL2 activator | CCT modulator | PLK1 PBD block
Cc1cc(C)n2nc(-c3sccc3-n3c(C)ccc3C)cc2n1 | 15% | 2% | -22% | -7% | 1 | -0.2 | -2.9 | -6%
O=C(Nc1ccc(S(=O)(=O)N2CCCCCC2)cc1)C1CCCO1 (stereo unspecified) | 7% | 12% | 0% | 0% | -1 | -0.8 | 0.1 | -10%
C[C@H](C(=O)CC(=O)OC(C)(C)C)[C@H](O)c1ccc(C(F)(F)F)cc1 | -4% | -8% | -26% | 0% | 6 | -0.4 | 0.9 | -9%
COc1ccc(S(N)(=O)=O)cc1C(=O)N(C)CC(=O)Nc1ccc(N2CCOCC2)cc1 | 6% | 8% | 4% | ? | 8 | -0.7 | 1.1 | -15%
Fc1cccc(CSc2nc3ncccc3[nH]2)c1 | 6% | 14% | -1% | 3% | -11 | 0.2 | -2.3 | -8%
Cc1cc2oc(=O)cc(CN3CCOCC3)c2c(C)c1Cl | -3% | 3% | -4% | 1% | 3 | -1.8 | -0.6 | -4%
CCOC(=O)c1c(CSc2ccc(C)cc2)oc2ccc(O)cc12 | 16% | 10% | -23% | -23% | 13 | -3.0 | -2.2 | 4%
